# HP1b binding inh – HP1-beta chromodomain-methylated histone interaction inhibition | P83916 | AlphaScreen HP1-beta / biotin-H3K9me3 peptide binding | Potency, µM (titrated, usually from 114 µM), without a hit: at the highest dose activity change, negative = inhibition, usual class: inhibitors | 390,000 compounds, 0.56% hits | AID 540317; note: nearly all actives have a fitted effect of over 70% in size; inactives centre near 23
#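 Compound inhibition of the preformed complex between 50 nM HP1-beta and 50 nM biotinylated H3K9me3 peptide was read by AlphaScreen. Buffer was PBS pH 7.4 with 0.01% Tween-20. Incubations ran 30 min at room temperature, with 10 ug/mL donor/acceptor beads.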
# ERG-DNA inh – ERG Ets/DNA interaction inhibition; P11308; fluorescence polarization, His-ERG Ets domain / labelled DNA; Potency, µM (doses to about 76.9 µM), without a hit: at the highest dose FP activity, negative = inhibition, usual class: inhibitors; 370,000 compounds, 0.028% hits; AID 624246; active = well fitted inhibition curve with a large enough effect in the polarisation, with a control signal flat; inconclusive = small, poorly fitted or top-dose-only effect, or effect the other way, or a change in a side signal; inactive = no such curve, though single readings can be large or run the other way; the % refers to the polarisation;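 note: polarization taken with two DNA probes labelled with fluorescein and Texas red; % of control where 0% means no effect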
#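 His-tagged ERG Ets domain (1 uM in the protein solution; 300mM KCl, 50mM Tris-HCl, 1mM EDTA, 1mM DTT, pH 7.5) received compound, then a probe mix of 5 nM fluorescein-DNA and 100nM Texas-615-DNA. Fluorescence polarization was read for both dyes.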
# ALOX12 inh – inhibitors of human 12S-lipoxygenase ALOX12; P18054; purified 12hLO, xylenol orange hydroperoxide absorbance; Potency, µM (doses to about 108 µM), for the others: at the highest dose activity change, negative = inhibition, most hits filed as inhibitors; 580,000 compounds, 1.1% hits; AID 1671190; note: % is set by controls: 0 for no effect and ±100 for the full control effect
#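 Purified human 12hLO at 150 nM in 25 mM Hepes, 0.01% Triton X-100, pH 7.0, preincubated 15 min at room temperature with compound. Reaction started with 40 uM arachidonic acid, 30 min at room temperature. Hydroperoxide measured by Fe-xylenol orange, 573/405 nm absorbance ratio.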
# PGK inhibitor – T. brucei PGK inhibition; P07378; PGK/GAPDH coupled, Kinase-Glo luminescence, 60 min; Potency, µM (titrated, usually from 57.5 µM), inactives show at the top dose activity change, negative = inhibition, actives largely listed as inhibitors; 380,000 compounds, 0.043% hits; AID 602233; note: % is set by controls: 0 for no effect and ±100 for the full control effect; nearly all actives have a fitted effect of over 60% in size
#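 Recombinant glycosomal PGK reaction used 1,3-bisphosphoglycerate generated in-well by GAPDH (100nM final) in 100mM TEA pH 7.6, 5mM MgCl2, 0.01% Tween-20. After 60 minutes at room temperature, ATP was read by Kinase-Glo Plus luminescence end-point.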
# rTrxR1 inhibitor – blocks rat thioredoxin reductase 1; O89049; recombinant rTrxR1, NADPH fluorescence consumption, selenite substrate; Potency, µM (doses to about 114 µM), for inactives: at the top dose activity change, negative = inhibition, most hits filed as inhibitors; 390,000 compounds, 1% hits; note: % is set by controls: 0 for no effect and ±100 for the full control effect; nearly all actives have a fitted effect of over 65% in size
#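 Rat TrxR1 (90 nM in the dispensed reagent) was pre-reduced with 400 uM NADPH for 5 min at room temperature, then incubated with compound for 15 min. After 400 uM selenite was added, NADPH fluorescence (Ex 340/Em 450 nm) was followed for 8 min.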
# RGS4 inhibitor – human RGS4 inhibition | P49798 | 390,000 compounds, 0.039% hits | Potency, µM (titrated, usually from 114 µM), for the others: at the highest dose activity change, negative = inhibition, hits mostly inhibitors | Transcreener GDP fluorescence polarization, RGS4-accelerated GTP hydrolysis | AID 504845; note: % is set by controls: 0 for no effect and ±100 for the full control effect; nearly all actives have a fitted effect of over 75% in size; some results filed as inactive show a strong effect at the top dose
# Target sequence (P49798 whole entry, looked up): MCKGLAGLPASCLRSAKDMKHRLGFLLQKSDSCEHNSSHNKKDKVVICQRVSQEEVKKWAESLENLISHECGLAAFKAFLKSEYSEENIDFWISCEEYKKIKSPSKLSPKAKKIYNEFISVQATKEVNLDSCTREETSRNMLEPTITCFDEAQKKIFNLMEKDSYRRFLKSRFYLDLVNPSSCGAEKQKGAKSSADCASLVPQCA
#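 MLSMR compounds (23 nl, pin-transferred) preincubated 10 min at room temperature with a 500nM (2x) first reagent, then RGS4 at 900nM (2x) plus Transcreener GDP mix added; fluorescence polarization (620/688 nm) read before and after 90 min at 30 °C.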
# JMJD2A Tudor – inhibitors of human JMJD2A Tudor domain; AlphaScreen JMJD2A-Tudor / H3K4me3 peptide binding; O75164; 390,000 compounds, 4.4% hits; AID 504339; Potency, µM (series often up to 114 µM), for the others: top-dose activity change, negative = inhibition, usual class: inhibitors; note: % is set by controls: 0 for no effect and ±100 for the full control effect; nearly all actives have a fitted effect of over 50% in size
# GLS inh – inhibitors of human glutaminase (GLS); O94925; GLS enzymatic activity, qHTS titration; Potency, µM (doses to about 45.5 µM), for the others: at the highest dose activity change, negative = inhibition, most hits filed as inhibitors; 410,000 compounds, 0.21% hits; AID 624170; note: % is set by controls: 0 for no effect and ±100 for the full control effect
# Target sequence (O94925 whole entry, looked up): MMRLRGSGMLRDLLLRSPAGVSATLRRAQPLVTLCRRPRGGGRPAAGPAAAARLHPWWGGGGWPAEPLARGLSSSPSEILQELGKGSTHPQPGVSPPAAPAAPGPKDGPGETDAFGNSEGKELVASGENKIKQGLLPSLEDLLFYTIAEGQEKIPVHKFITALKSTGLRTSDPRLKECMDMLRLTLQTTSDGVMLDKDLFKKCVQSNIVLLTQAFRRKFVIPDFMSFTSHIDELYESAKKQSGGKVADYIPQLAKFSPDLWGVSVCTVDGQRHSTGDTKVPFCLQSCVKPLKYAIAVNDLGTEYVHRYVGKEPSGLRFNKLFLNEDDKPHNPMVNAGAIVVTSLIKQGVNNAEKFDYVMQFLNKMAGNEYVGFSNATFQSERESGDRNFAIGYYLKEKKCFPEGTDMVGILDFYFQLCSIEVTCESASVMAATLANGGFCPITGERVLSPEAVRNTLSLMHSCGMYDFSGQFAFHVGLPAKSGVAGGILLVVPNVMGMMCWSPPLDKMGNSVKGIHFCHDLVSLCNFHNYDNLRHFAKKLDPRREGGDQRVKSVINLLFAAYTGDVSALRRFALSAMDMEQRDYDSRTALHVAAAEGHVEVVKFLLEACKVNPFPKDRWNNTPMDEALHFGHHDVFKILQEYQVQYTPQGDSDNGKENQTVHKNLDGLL
#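 hKGA; 45 mM KH2PO4 pH 8.2 + 0.02% Tween-20; cpd via pin tool; 1 mM Gln soln; GluOx/HRP/Amplex Red; RT 30 min; fluor. t0 & final.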
# Pin1 inh – inhibitors of human Pin1; Pin1 FP peptide displacement, HiFluor488, 10 min; Potency, µM (titrated, usually from 115 µM), without a hit: at the highest dose activity, negative = inhibition, hits mostly inhibitors; 390,000 compounds, 0.009% hits; AID 504891; active = well fitted inhibition curve with a large enough effect in the polarisation, with a control signal flat, not every such curve was filed as active; inconclusive = small, poorly fitted or top-dose-only effect, or effect the other way, or a change in a side signal; inactive = no such curve, though single readings can be large or run the other way; the % refers to the polarisation; note: % is set by controls: 0 for no effect and ±100 for the full control effect
# Target sequence (Q13526 whole entry, looked up): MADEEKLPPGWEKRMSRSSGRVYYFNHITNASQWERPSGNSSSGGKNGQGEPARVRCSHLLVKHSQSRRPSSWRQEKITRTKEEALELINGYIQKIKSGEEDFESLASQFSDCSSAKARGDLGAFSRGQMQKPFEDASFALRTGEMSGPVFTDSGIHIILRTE
# * = called active by the depositor; i = inactive; ? = inconclusive; · = no result given; & = joins results of further samples; [ ] = dose if it differs, or a comment. Unless noted, calls come from the whole dose curve; as a rule, active = well fitted curve in the direction sought with a large enough effect; inconclusive = small, poorly fitted or top-dose-only effect, or another doubt; inactive = no such curve, though single readings can be large; an effect the other way counts as inactive or inconclusive. Potency is the fitted concentration of half-maximal effect. The list is partial; the hit share may differ from the screen's.
HP1b binding inh | ERG-DNA inh | ALOX12 inh | PGK inhibitor | mol | rTrxR1 inhibitor | RGS4 inhibitor | JMJD2A Tudor | GLS inh | Pin1 inh
2% | 1% | ? | i | CN(CC(=O)Nc1ccc(Cl)cc1)C(=O)c1cccc(S(=O)(=O)N2CCN(Cc3ccccc3)CC2)c1 | 2% | -14% | -35% | -9% | -2%
20% | -19% | ? | -3% | COc1cccc(C2=NOC(C(=O)Nc3cc(OC)c(OC)c(OC)c3)C2)c1 (stereo unspecified) | 15% | 4% | -18% | -2% | -2%
9% | -1% | -7% | -4% | COCCNS(=O)(=O)c1cccn1-c1ncc(C(F)(F)F)cc1Cl | -7% | 10% | -5% | 6% | -2%
13% | -7% | 17% | -4% | O=c1c2[nH]c3cccc(Cl)c3c2ncn1Cc1ccco1 | 17% | -3% | ? | 0% | 26%
55%[activator] | 10% | -9% | -2% | CCOc1ccc(C(=O)NCC(=O)OCC(=O)c2ccc3c(c2)-c2ccccc2C3)cc1 | 17% | 15%[11.4 µM] | -4% | -8% | ?
19% | -14% | -14% | 8% | COc1ccc2cc(C(=O)C3CCCN(C(=O)CCc4cnn(C)c4)C3)ccc2c1 (stereo unspecified) | -21% | -7% | -27% | 4% | -3%
9% | 18% | -2% | i | CCCCn1c(N)c(N(Cc2ccccc2)C(=O)COc2ccccc2F)c(=O)[nH]c1=O | 14% | -23% | -16% | 2% | -1%
50%[activator] | -19% | -23% | -8% | CN(C(=O)c1cccc(NC(=O)Cc2ccccc2)c1)c1ccccc1 | 19% | -2% | -1% | -7% | 0%
-1% | -16% | 0% | -5% | CC(=O)NC(Cc1ccc(C)cc1)C(=O)NC1CCN(c2ncccc2[N+](=O)[O-])CC1 (stereo unspecified) | 7% | 11% | -18% | 2% | 1%
16% | -4% | -3% | 9% | CSc1cc(-c2ccc(Cl)cc2)n(Cc2ccccc2)c(=O)c1C#N | 18%[57.1 µM] | -35% | -6% | 11% | -7%
52%[activator] | -2% | 20µM* | 7% | Cc1ccc2c(c1)N(CC(=O)NCCC1=CCCCC1)C(=O)c1cccnc1O2 | 8%[57.1 µM] | -4% | -13% | 11% | 1%
44%[activator] | -2% | 11% | i | Fc1ccc(-c2nnc(CSc3nnc(-c4ccc5c(c4)OCO5)o3)o2)cc1 | 31%[activator][57.1 µM] | 11% | -3% | 11% | 6%
37% | -10% | 179%[activator] | -8% | COc1cc(CC(=O)OCC(=O)NCCc2ccc(S(N)(=O)=O)cc2)cc(OC)c1OC | 24% | -5% | -7% | -13% | 3%
8% | 11% | 0% | i | COCCCNC(=O)Cn1c(=O)n(Cc2ccccc2Cl)c(=O)c2cc(OC)c(OC)cc21 | 21% | -42%[56.9 µM] | ? | -2% | -10%
14% | 3% | -18% | i | CCOc1ccccc1NC(=O)CSc1cn(CC(=O)N2CCCCCC2)c2ccccc12 | 21% | 16% | -22% | -5% | 58%[activator]

# One compound at a time (already shown). Order of values: HP1b binding inh | ERG-DNA inh | ALOX12 inh | PGK inhibitor | rTrxR1 inhibitor | RGS4 inhibitor | JMJD2A Tudor | GLS inh | Pin1 inh
# Listed for CSc1cc(-c2ccc(Cl)cc2)n(Cc2ccccc2)c(=O)c1C#N → 16% | -4% | -3% | 9% | 18%[57.1 µM] | -35% | -6% | 11% | -7%
# Listed for Cc1ccc2c(c1)N(CC(=O)NCCC1=CCCCC1)C(=O)c1cccnc1O2 → 52%[activator] | -2% | 20µM* | 7% | 8%[57.1 µM] | -4% | -13% | 11% | 1%

# Additional entries
HP1b binding inh | ERG-DNA inh | ALOX12 inh | PGK inhibitor | mol | rTrxR1 inhibitor | RGS4 inhibitor | JMJD2A Tudor | GLS inh | Pin1 inh
37% | -2% | 14% | 6% | O=C(Nc1ccncc1)c1ccc(NS(=O)(=O)c2cccc(F)c2)cc1 | 10% | 19% | -7% | 0% | -1%
18% | · | -2% | -8% | COc1ccc(S(=O)(=O)Nc2cc(C)cc(C)n2)c2ccccc12 | 18% | 10% | -8% | 20% | 1%
40%[activator] | -16% | -11% | -2% | CC(C)CN1CN(Cc2ccco2)CNC1=S | -23% | -22% | -6% | -8% | -2%
32% | -5% | -1% | 0% | CCOC(=O)CC1C(=O)NCCN1C(=O)c1sc2ccccc2c1Cl (stereo unspecified) | 6% | 6% | -7% | -1% | 5%
18% | -7% | -2% | 0% | CN1CCN(c2ccc(CNS(=O)(=O)c3ccccc3)cc2)CC1 | 4%[57.1 µM] | -15% | -5% | -31% | -1%
43%[activator] | 1% | 1% | i | COc1ccc(/C=C/C(=O)Nc2ccc(OC)nc2)cc1 | -1% | -8% | -8% | -4% | -13%
29% | -10% | -6% | 11% | CCOc1ccc(-n2c(-c3ccccc3)c[n+]3c2CCCCC3)cc1 | 4% | 23% | -9% | 11% | -4%
27% | 8% | 5% | -1% | Oc1ccccc1C1CC(c2cccs2)=NC(c2ccc(Cl)cc2)N1 (stereo unspecified) | ? | -9% | -27% | -32% | 5%
-4% | -1% | -11% | i | COc1cccc(C(=O)NCc2cn3ccccc3n2)c1 | 19% | 17% | ? | -11% | 4%
23% | -8% | 0% | -12% | COc1ccc(Cl)cc1C(=O)Nc1ccc(NC(=O)C(C)C)cc1 | 3% | 20% | -10% | 1% | -10%
19%&18% | -2%&3% | 3%&-12% | -9%&-9% | Cc1ccc(CNC(=O)c2ccc(CS(=O)Cc3cccc(Cl)c3)o2)cc1 (stereo unspecified) | ? | -16%&1% | -18%&-20% | -11%&-9% | -1%&-4%
21% | -10% | -8% | 11% | COc1ccc(NC(=O)c2sc3nc(C)c(C(=O)Nc4ccc(C)cc4C)c(-c4cccs4)c3c2N)cc1 | ? | -36% | -7% | -11% | ?
18%[57 µM] | 12% | ? | 4% | COc1ccc(-n2c(SCC(=O)NCc3ccccc3)nc3c([nH]c4ccccc43)c2=O)cc1 | 24%[57.1 µM] | -24% | -10% | -3% | -1%
32% | -3% | 13% | i | Cc1ccc(NC(=O)Cn2nc(-c3ccccc3Cl)ccc2=O)c(Br)c1 | 7%[57.1 µM] | -31% | -2% | -1% | -4%
19% | -18% | -27% | -6% | CC(Sc1nnc(COc2ccc(Cl)cc2)o1)C(=O)Nc1ccc(N2CCOCC2)cc1 (stereo unspecified) | 0% | -5% | -11% | 9% | 2%

# Retrieved one by one from the entries so far, 4 records:
HP1b binding inh | ERG-DNA inh | ALOX12 inh | PGK inhibitor | mol | rTrxR1 inhibitor | RGS4 inhibitor | JMJD2A Tudor | GLS inh | Pin1 inh
32% | -5% | -1% | 0% | CCOC(=O)CC1C(=O)NCCN1C(=O)c1sc2ccccc2c1Cl (stereo unspecified) | 6% | 6% | -7% | -1% | 5%
19%&18% | -2%&3% | 3%&-12% | -9%&-9% | Cc1ccc(CNC(=O)c2ccc(CS(=O)Cc3cccc(Cl)c3)o2)cc1 (stereo unspecified) | ? | -16%&1% | -18%&-20% | -11%&-9% | -1%&-4%
-4% | -1% | -11% | i | COc1cccc(C(=O)NCc2cn3ccccc3n2)c1 | 19% | 17% | ? | -11% | 4%
29% | -10% | -6% | 11% | CCOc1ccc(-n2c(-c3ccccc3)c[n+]3c2CCCCC3)cc1 | 4% | 23% | -9% | 11% | -4%

# Later entries
HP1b binding inh | ERG-DNA inh | ALOX12 inh | PGK inhibitor | mol | rTrxR1 inhibitor | RGS4 inhibitor | JMJD2A Tudor | GLS inh | Pin1 inh
4% | 0% | -25% | -2% | Cc1cc(C)n(CC(O)CN(c2ccccc2)S(=O)(=O)c2ccccc2)n1 (stereo unspecified) | -3%[57.1 µM] | 1% | -16% | 6% | 6%
19% | 6% | -5% | i | COc1ccc(S(=O)(=O)Nc2cccc(S(=O)(=O)N(C)C)c2)cc1[N+](=O)[O-] | 16% | 2% | -22% | -4% | 1%
52%&24%[activator] | -7%&-5% | -5%&-2% | -1%&-8% | CCc1ccc(NC(=O)c2c(C(=O)Nc3ccccc3)sc3nc(C)cc(=O)n23)cc1 | 10%&-15% | -29%[56.9 µM] | -13%&-4% | 4%&-2% | -8%&3%
49%[activator] | -1% | -7% | i | CN(C(=O)CSC(=O)c1ccccc1)c1ccccc1 | 23% | 6% | 7% | 1% | 3%
33% | -6% | -1% | 8% | Cn1cnnc1SCC(=O)Nc1cc(C(F)(F)F)ccc1N1CCOCC1 | 17%[57.1 µM] | 2% | -7%[11.4 µM] | 7% | 1%
37% | 1% | -8% | 5% | Cc1ccc(C)c(C2=CSC3=NS(=O)(=O)CCN23)c1 | 4% | -13% | -11% | -2% | 0%
27% | 4% | 22% | -1% | COc1ccc(CNC(=O)C2CCN(c3nnc(N4CCCC4=O)s3)CC2)cc1 | 8%[57.1 µM] | -24% | -10% | -14% | -4%
35% | · | -11% | 16% | CC(=O)Nc1nc(C)c(-c2csc(Nc3cccc([N+](=O)[O-])c3)n2)s1 | -12% | ? | -8% | 2% | ?
